HSF1 inhib: HSF1 inhibition; activity change, negative = inhibition, % at 7.5 µM (by protocol); NIH3T3-HGL HSE-luciferase, MG132-induced, luminescence 8 h; active compounds read low; hit rate 0.77% among 300,000;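 active means more than half of replicate wells show activity change below -50%, luminescence cut by over half; inconclusive means some wells, but at most half, below -50%; inactive means no replicate well below -50%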;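 further: luciferase reports HSF-1 transcriptional activity via heat shock element; 0% = median of DMSO wells and -100% = zero luminescence signal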
KLF5 inh: inhibitors of KLF5 expression; inhibition, % at 5 µM; hit rate 0.23% among 290,000; DLD-1 KLF5 promoter-luciferase reporter, luminescence;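 active means inhibition above a per-plate limit of that plate's mean compound inhibition plus 3 SD, cut at about 60% in these data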;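 further: 0% = DMSO wells and 100% = LY294002 at 200 µM; higher means less KLF5 promoter-driven luciferase light; inactives centre near -14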
HDAC3 inh: blocks human histone deacetylase 3; O15379; recombinant HDAC3, fluorogenic peptide/trypsin coupled, fluorescence; inhibition, % at 8.3 µM; hit rate 0.15% among 320,000; AID 2718; in the data active means inhibition above about 26%, passing the limit was not always enough; inconclusive means no clear call, values can overlap the other calls
Target sequence (O15379 whole entry, looked up): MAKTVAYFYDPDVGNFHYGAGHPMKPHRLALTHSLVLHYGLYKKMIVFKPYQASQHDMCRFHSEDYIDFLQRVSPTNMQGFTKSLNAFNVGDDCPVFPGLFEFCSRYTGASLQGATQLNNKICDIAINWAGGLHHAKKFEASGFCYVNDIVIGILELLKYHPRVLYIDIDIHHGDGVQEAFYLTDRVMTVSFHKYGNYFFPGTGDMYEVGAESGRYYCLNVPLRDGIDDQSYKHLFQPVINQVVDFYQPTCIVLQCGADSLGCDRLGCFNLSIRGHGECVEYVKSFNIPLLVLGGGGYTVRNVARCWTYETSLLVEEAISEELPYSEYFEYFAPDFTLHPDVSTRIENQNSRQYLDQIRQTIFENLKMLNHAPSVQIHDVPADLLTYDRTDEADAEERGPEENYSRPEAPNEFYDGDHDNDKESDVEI
IEC-6 tox: IEC-6 cytotoxicity, counter-screen for KLF5 inhibitors | hit rate 0.78% among 290,000 | inhibition, % at 5 µM | luminescence viability | AID 1825; in the data active means inhibition above about 22%;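 further: 0% = plate median of test compound wells and 100% = cytotoxic reference compound wells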
Platelet DG rel: platelet dense granule release activity; human platelet-rich plasma, SFLLRN dense granule ATP release, luminescence; inhibition, %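 (compounds screened at 7.5 µM in platelet-rich plasma)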; hit rate 0.22% among 300,000; AID 1663;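 active means mean replicate score, as percent of positive control, at or above 50; inconclusive means mean below 50 but at least one replicate at or above 50; inactive means mean and every replicate below 50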
aSyn 5UTR inh: 5' untranslated region of α-synuclein, MLPCN primary screen | alpha-synuclein 5'UTR reporter, inhibitor activity | inhibition, % (tested at 7.5 µM) | hit rate 0.82% among 300,000 | AID 1813; in the data active means inhibition above about 60%; inconclusive means no clear call, values can overlap the other calls;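 further: H4 neuroglioblastoma cells stably carrying SNCA 5'UTR luciferase fusion; 0% = DMSO wells and 100% = positive control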
HSF-1 act: increases HSF-1 driven luciferase reporter signal | NIH3T3-HGL HSF-1 luciferase reporter, MG132, 8 h; 100% = twice DMSO control signal | activation, % at 9 µM | hit rate 1.7% among 300,000;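 active means mean replicate activation of at least 50% with a set share of replicates each reaching 50%; inconclusive means only one of those two conditions met; inactive means mean below 50% and too few replicates reaching it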;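 further: 0% = median of the neutral control wells and 100% = twice that signal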
HSP90 refold inh: blocks HSP90-mediated luciferase refolding in reticulocyte lysate | Rabbit reticulocyte lysate, luciferase refolding luminescence, 3 h | inhibition, % at 5.6 µM | hit rate 0.91% among 290,000;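 active means inhibition above the screen-wide mean plus 3 SD, computed separately per campaign, cut at about 16% in these data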;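 further: 0% = DMSO wells and 100% = 60 µM geldanamycin wells; inhibitors lower the luminescence because luciferase stays unfolded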
AI-2 QS mod: Vibrio harveyi AI-2 quorum sensing modulation | Vibrio harveyi JMH597 AI-2 luminescence/OD600 ratio, 9 h; active compounds read low; strain lacks LuxN and CqsS sensors; 0 = neutral-control median | activity change, % at 7.5 µM | hit rate 0.4% among 300,000; in the data active means activity change below about -75%, passing the limit was not always enough; inconclusive means no clear call, values can overlap the other calls;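 further: luminescence divided by OD600 gain over 9 h not by final OD600 alone; inactives centre near 13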
HIF act: HIF pathway transcriptional activation; U2OS HRE-luciferase reporter, luminescence; normalized: DMSO 0%, desferrioxamine 100%; activation, % at 7.5 µM (by protocol); hit rate 0.32% among 300,000;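 active means mean activation of at least 10% of the iron chelator positive control signal, with at least half of replicates also reaching 10%; inconclusive means mean and replicate majority disagree about reaching 10%; inactive means mean and most replicates under 10%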
Numbers without * were called inactive.

How did O=C(Nc1cc(S(=O)(=O)N2CCOCC2)ccc1Cl)C1CCC1 do in these assays?
HSF1 inhib: -10; HDAC3 inh: 2; Platelet DG rel: -4; aSyn 5UTR inh: 2; HSF-1 act: -3; AI-2 QS mod: 13; HIF act: -0.4

What do the screens show for `CCOc1ccc(NC2=C(OC)C(=O)c3ccccc3C2=O)cc1`?
HSF1 inhib: -7; KLF5 inh: -22; HDAC3 inh: 4; IEC-6 tox: -2; Platelet DG rel: 8; aSyn 5UTR inh: -94; HSF-1 act: -13; HSP90 refold inh: 2; AI-2 QS mod: -6; HIF act: 0.4

How did COc1ccc(C2Nc3ccccc3C(=O)N2c2ccccc2)cc1Cn1cc([N+](=O)[O-])cn1 (stereo not drawn) do in these assays?
HSF1 inhib: 6; KLF5 inh: -15; HDAC3 inh: 1; IEC-6 tox: 4; Platelet DG rel: -2; aSyn 5UTR inh: -29; HSF-1 act: 15; HSP90 refold inh: 0; AI-2 QS mod: -10; HIF act: -0.2

Results for CCOc1ccc(N2C(=O)C(Cl)=C(N3CCOCC3)C2=O)cc1 ?
HSF1 inhib: -4; KLF5 inh: -31; HDAC3 inh: -2; IEC-6 tox: 4; Platelet DG rel: 0; aSyn 5UTR inh: 5; HSF-1 act: 10; HSP90 refold inh: -1; AI-2 QS mod: 7; HIF act: -0.8

What do the screens show for `Cc1cc2cc(CNC(=O)Nc3ccccc3)ccc2n1C`?
HSF1 inhib: -1; KLF5 inh: -28; HDAC3 inh: -4; IEC-6 tox: -5; Platelet DG rel: -3; aSyn 5UTR inh: -12; HSF-1 act: 16; HSP90 refold inh: 5; AI-2 QS mod: 7; HIF act: 0.4

What do the screens show for `COc1ccc(C2c3cc(OC)c(OC)cc3CCN2S(C)(=O)=O)cc1OC` (stereo not drawn)?
HSF1 inhib: 5; KLF5 inh: 2; IEC-6 tox: 36*; Platelet DG rel: 4; aSyn 5UTR inh: 22; HSF-1 act: 15; HSP90 refold inh: 1; AI-2 QS mod: 13; HIF act: -0.5

Results for COc1cc(OC)cc(C(=O)NCC2CCCN(C(=O)c3oc(C)cc3C)C2)c1 (stereo not drawn) ?
HSF1 inhib: -8; KLF5 inh: -13; HDAC3 inh: -5; IEC-6 tox: -2; Platelet DG rel: -3; aSyn 5UTR inh: -16; HSF-1 act: 3; HSP90 refold inh: -1; AI-2 QS mod: 8; HIF act: -0.2

How did COc1ccc(-n2c(SCC(=O)Nc3ccc4c(c3)OCO4)nc3c(c2=O)SCC3)cc1 do in these assays?
HSF1 inhib: 3; KLF5 inh: -4; IEC-6 tox: -10; Platelet DG rel: 1; aSyn 5UTR inh: 14; HSF-1 act: 18; HSP90 refold inh: -4; AI-2 QS mod: 25; HIF act: -0.2

How did COc1cccc(CN2CCNC(=O)C2CC(=O)NC2CCCC2)c1OC (stereo not drawn) do in these assays?
HSF1 inhib: 2; KLF5 inh: -8; HDAC3 inh: -2; IEC-6 tox: 3; Platelet DG rel: -2; aSyn 5UTR inh: 24; HSF-1 act: -3; HSP90 refold inh: 0; AI-2 QS mod: -1; HIF act: -0.5

Results for COc1ccc(NC(=O)COc2ccc(N(C)S(=O)(=O)c3ccc(C)cc3)cc2)cc1 ?
HSF1 inhib: 2; KLF5 inh: 11; HDAC3 inh: 1; IEC-6 tox: -8; Platelet DG rel: 9; aSyn 5UTR inh: 13; HSF-1 act: 7; HSP90 refold inh: 0; AI-2 QS mod: 23; HIF act: 0.4

Results for COc1cc(OC)cc(C(=O)Nc2cccc3nc(C)ccc23)c1 ?
HSF1 inhib: 8; KLF5 inh: -7; HDAC3 inh: -4; IEC-6 tox: 2; Platelet DG rel: -1; aSyn 5UTR inh: -7; HSF-1 act: 20; HSP90 refold inh: 0; AI-2 QS mod: 8; HIF act: -1.0

How did N#Cc1ccc2c(c1)nc1ccccn12 do in these assays?
HSF1 inhib: -8; KLF5 inh: -14; HDAC3 inh: -70; IEC-6 tox: 0; Platelet DG rel: 14; aSyn 5UTR inh: -18; HSF-1 act: 14; HSP90 refold inh: 4; AI-2 QS mod: 49; HIF act: -0.5

How did CCOc1ccc(N2Cc3ccccc3C2)cc1 do in these assays?
HSF1 inhib: 11; KLF5 inh: -70; HDAC3 inh: 8; IEC-6 tox: -4; Platelet DG rel: 9; aSyn 5UTR inh: -120; HSF-1 act: 2; HSP90 refold inh: -6; AI-2 QS mod: 20; HIF act: 2.6

Results for N#Cc1nc(COc2ccccc2F)oc1NCCc1ccccc1 ?
HSF1 inhib: 28; KLF5 inh: -13; HDAC3 inh: -4; IEC-6 tox: 3; Platelet DG rel: 0; aSyn 5UTR inh: -23; HSF-1 act: 47; HSP90 refold inh: -2; AI-2 QS mod: 12; HIF act: -0.4

Results for Cc1c(C(=O)NNC(=S)Nc2ccc(S(N)(=O)=O)cc2)oc2ccccc12 ?
HSF1 inhib: 4; KLF5 inh: -11; HDAC3 inh: 8; IEC-6 tox: 0; Platelet DG rel: -4; aSyn 5UTR inh: 13; HSF-1 act: 3; HSP90 refold inh: 4; AI-2 QS mod: -1; HIF act: 0.2

Results for O=C(NCc1csc(-c2cccs2)n1)C1CC1 ?
KLF5 inh: -30; HDAC3 inh: -4; IEC-6 tox: 0; HSP90 refold inh: -1; AI-2 QS mod: 27

What do the screens show for `Cc1sc2ncn(CC(=O)NCC(=O)N(C)C3CCCCC3)c(=O)c2c1C`?
HSF1 inhib: -3; KLF5 inh: -5; HDAC3 inh: inconclusive; IEC-6 tox: 0; Platelet DG rel: 6; aSyn 5UTR inh: -25; HSF-1 act: 1; HSP90 refold inh: 5; AI-2 QS mod: -21; HIF act: -0.3

How did CCCCCCCCCCCCN1C(=O)CSC1c1cccnc1 (stereo not drawn) do in these assays?
HSF1 inhib: -2; KLF5 inh: -7; HDAC3 inh: -5; IEC-6 tox: 4; Platelet DG rel: 19; aSyn 5UTR inh: -19; HSF-1 act: 17; HSP90 refold inh: 11; AI-2 QS mod: 35; HIF act: -1.3

How did COc1cccc(/C=N/NC(=O)c2c(C)nc3ccc(Cl)cn23)c1O do in these assays?
HSF1 inhib: -4; KLF5 inh: 93*; HDAC3 inh: 3; IEC-6 tox: 83*; Platelet DG rel: 4; aSyn 5UTR inh: 35; HSF-1 act: -8; HSP90 refold inh: -5; AI-2 QS mod: 3; HIF act: 86*

What do the screens show for `CCNc1ccc(C(=O)OCC(=O)N2c3ccccc3NC(=O)C2(C)C)cc1[N+](=O)[O-]`?
HSF1 inhib: -5; KLF5 inh: -20; HDAC3 inh: 5; IEC-6 tox: 8; Platelet DG rel: -12; aSyn 5UTR inh: 26; HSF-1 act: 11; HSP90 refold inh: 3; AI-2 QS mod: 34; HIF act: -1.0

How did COc1ccc(S(=O)(=O)N2CCCC2CNC(=O)C(=O)NC2CCCCCC2)cc1 (stereo not drawn) do in these assays?
HSF1 inhib: 3; HDAC3 inh: 2; Platelet DG rel: 6; aSyn 5UTR inh: -4; HSF-1 act: 8; AI-2 QS mod: 16; HIF act: 0.4

What do the screens show for `COc1ccc(/C=N/OC(=O)Nc2ccccc2OC)cc1`?
HSF1 inhib: 25; KLF5 inh: -66; HDAC3 inh: 5; IEC-6 tox: 35*; Platelet DG rel: 3; aSyn 5UTR inh: -28; HSF-1 act: 48; HSP90 refold inh: 5; AI-2 QS mod: 16; HIF act: 3.6

How did Cc1ccc(S(=O)(=O)NN)c(C)c1N1CCCC1=O do in these assays?
HSF1 inhib: -2; KLF5 inh: 2; HDAC3 inh: 2; IEC-6 tox: -4; Platelet DG rel: 1; aSyn 5UTR inh: 9; HSF-1 act: -6; HSP90 refold inh: 3; AI-2 QS mod: 23; HIF act: 0.5

Results for Oc1ccc(Br)cc1CNc1cnc2ccccc2c1 ?
HSF1 inhib: 5; KLF5 inh: -40; HDAC3 inh: 1; IEC-6 tox: -2; Platelet DG rel: -7; aSyn 5UTR inh: -37; HSF-1 act: 7; HSP90 refold inh: -2; AI-2 QS mod: -97*; HIF act: 0.3

Results for CCCC12CN3CCN(CC(C3)/C1=N\NC(=O)c1ccc(F)cc1)C2 ?
HSF1 inhib: -3; KLF5 inh: -27; HDAC3 inh: -5; IEC-6 tox: -4; Platelet DG rel: 7; aSyn 5UTR inh: -32; HSF-1 act: 11; HSP90 refold inh: 0; AI-2 QS mod: 8; HIF act: 0.8

Results for Cn1c(SCC(=O)Nc2ccccc2O)nnc1-c1ccco1 ?
HSF1 inhib: 17; KLF5 inh: -33; HDAC3 inh: 8; IEC-6 tox: 5; Platelet DG rel: 13; aSyn 5UTR inh: -8; HSF-1 act: 38; HSP90 refold inh: -2; AI-2 QS mod: 24; HIF act: 0.1

Results for CC(C)[C@H](NC(=O)[C@@H]1CSC2c3ccccc3C(=O)N21)C(=O)NC1CCCC1 (stereo partly drawn) ?
HSF1 inhib: -2; KLF5 inh: -21; HDAC3 inh: 0; IEC-6 tox: -4; Platelet DG rel: -51; aSyn 5UTR inh: 1; HSF-1 act: 8; HSP90 refold inh: -5; AI-2 QS mod: 73; HIF act: -0.5

How did CCc1nnc(NC(=O)CN2C(=O)NC3(CC(C)CC(C)(C)C3)C2=O)s1 (stereo not drawn) do in these assays?
HSF1 inhib: -4; KLF5 inh: -103; HDAC3 inh: -3; IEC-6 tox: -3; Platelet DG rel: -1; aSyn 5UTR inh: -11; HSF-1 act: 2; HSP90 refold inh: -4; AI-2 QS mod: 30; HIF act: -0.1

How did CC(=O)Nc1ccc(S(=O)(=O)Nc2ccc3c(c2)OCCO3)cc1 do in these assays?
HSF1 inhib: -15; KLF5 inh: 18; HDAC3 inh: -8; IEC-6 tox: 6; Platelet DG rel: -2; aSyn 5UTR inh: -14; HSF-1 act: -8; HSP90 refold inh: 4; AI-2 QS mod: -28; HIF act: -0.1

What do the screens show for `O=C(N/N=C/c1cccc([N+](=O)[O-])c1)c1c[nH]c2ccccc12`?
HSF1 inhib: 11; KLF5 inh: -48; HDAC3 inh: 6; IEC-6 tox: 12; Platelet DG rel: 2; aSyn 5UTR inh: -124; HSF-1 act: 20; HSP90 refold inh: -5; AI-2 QS mod: 41; HIF act: 1.8

Results for C=CCn1c(SCC(=O)Nc2nncs2)nnc1-c1ccco1 ?
HSF1 inhib: -5; KLF5 inh: 3; HDAC3 inh: 4; IEC-6 tox: 2; Platelet DG rel: 5; aSyn 5UTR inh: 2; HSF-1 act: -5; HSP90 refold inh: -1; AI-2 QS mod: 8; HIF act: -4.4

What do the screens show for `CCCN(CCC)CCCNC(=O)CC(C(=O)N1CCc2ccccc21)n1ccnc1` (stereo not drawn)?
HSF1 inhib: -15; KLF5 inh: -30; HDAC3 inh: 5; IEC-6 tox: -4; Platelet DG rel: 3; aSyn 5UTR inh: -24; HSF-1 act: -13; HSP90 refold inh: -5; AI-2 QS mod: 19; HIF act: 0.0

Screening data: PubChem BioAssay, several laboratories
